GPR35 antagonists: GPR35 antagonists blocking zaprinast-driven arrestin recruitment, primary screen, imaging, U2OS, beta-arrestin-GFP, zaprinast agonist (AID 2058); inhibition, % at 10 µM, or IC50 in µM where a hit was titrated; U2OS GPR35 beta-arrestin-GFP translocation imaging, zaprinast antagonism; higher % means a stronger effect; hit rate 0.052% among 290,000;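 active = inhibition of at least 50% with at least 30 cells and total cytoplasm GFP at most 10,000,000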
NTR1 agonist: agonists of NTR1, primary screen, imaging, U2OS cells, beta-arrestin-GFP, high content (AID 493036). activation, % at 20 µM. NTR1-U2OS beta-arrestin-GFP spot imaging, agonist mode. P30989. hit rate 0.17% among 330,000;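 active = activation at or above 40% of the spot to cytoplasm intensity ratio, with at least 20 cells analyzed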;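 note: 0% = DMSO without peptide and 100% = 100 nM NTR1 peptide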
Target sequence (P30989 whole entry, looked up): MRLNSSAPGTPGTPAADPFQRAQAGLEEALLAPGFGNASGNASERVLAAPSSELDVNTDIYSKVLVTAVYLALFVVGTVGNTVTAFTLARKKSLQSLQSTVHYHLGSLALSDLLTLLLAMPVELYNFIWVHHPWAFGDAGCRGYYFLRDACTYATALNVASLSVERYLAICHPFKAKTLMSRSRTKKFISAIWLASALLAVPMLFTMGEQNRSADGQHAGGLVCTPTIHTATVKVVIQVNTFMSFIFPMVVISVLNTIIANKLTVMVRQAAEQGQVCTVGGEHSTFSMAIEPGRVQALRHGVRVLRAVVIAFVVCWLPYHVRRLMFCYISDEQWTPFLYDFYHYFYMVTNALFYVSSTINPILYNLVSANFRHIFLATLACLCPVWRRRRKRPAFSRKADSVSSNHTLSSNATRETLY
WT yeast gro inh: growth inhibition of WT yeast, mitochondrial fusion screen; hit rate 2.1% among 190,000; mitochondrial fusion phenotypic screen, WT strain; inhibition, % at 10 µM; in the data active = inhibition above about 58%; tested in S. cerevisiae
UTI89 phage lysis: protection from phage-mediated lysis, alamar blue read-out – E. coli UTI89, K1F phage, bacterial capsule biogenesis inhibitors (AID 488966). E. coli UTI89 K1F phage lysis, alamar blue, 2 h; higher % means a stronger effect. inhibition, % at 100 µM; hits with a dose series show IC50 in µM. hit rate 0.02% among 340,000;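 active = phage lysis inhibition, versus mean bacterial control, above a set limit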;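 note: capsule biogenesis inhibitors block K1F phage lysis so surviving cells raise fluorescence; higher fluorescence means more inhibition of phage lysis; actives were called in the ten point dose series up to 300 µM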
LYP inhibition: inhibitors of LYP phosphatase, biochemical, fluorescence intensity, uHTS (AID 1779). recombinant LYP phosphatase, fluorescence intensity; higher % means a stronger effect. hit rate 0.054% among 290,000. one-dose inhibition, % at 11.5 µM; IC50 in µM for titrated hits; in the data active = inhibition above about 50%;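 note: plate controls were vehicle with enzyme for no effect and no enzyme for full effect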
RSV antiviral HEp-2: RSV antiviral activity via CPE protection, HEp-2 cells, primary 10 µM value included (AID 2391); HEp-2 cells, RSV-induced CPE inhibition; higher % means a stronger effect; CPE inhibition, % at 10 µM, or IC50 in µM where a hit was titrated; hit rate 0.13% among 310,000; in the data active = a potency from the dose series; note: strong numbers were not always called active
Autophagy mod: modulators of autophagy | MEF GFP-LC3 puncta imaging; test concentration mostly 10 µM | calls only at 10 µM (by protocol) | hit rate 0.98% among 190,000 | AID 463193;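 active = percentage of spot-positive cells more than 3 SD above its plate mean, without a fluorescence outlier flag or 80% toxicity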;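 note: spot-positive cell cutoff set from DMSO-treated cells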
AID2073: inhibitors of Mint1-CaV2.2 protein interaction, biochemical, HTRF (AID 2073); HTRF protein-protein interaction, Mint1-CaV2.2; higher % means a stronger effect; inhibition, % at 20 µM, or IC50 in µM where a hit was titrated; hit rate 0.19% among 290,000; in the data active = inhibition mostly above about 51%, no sharp cut-off; note: some results filed as inactive read as strong as hits
Dengue-2 NS5 capping: flavivirus cap methylation enzyme inhibition – biochemical, confirmation dose response, primary screen (AID 588689) | hit rate 0.3% among 340,000 | Dengue-2 NS5 methyltransferase capping enzyme assay, biochemical; higher % means a stronger effect | one-dose inhibition, % at 25 µM; IC50 in µM for titrated hits; in the data active = a potency from the dose series
WT yeast gro inh mutant strain: second read-out of WT yeast gro inh, no call of its own (marks repeat the call); inhibition, %; mitochondrial fusion phenotypic screen, mutant strain inhibition
Autophagy mod cell loss 18 h: second read-out of Autophagy mod, no call of its own (marks repeat the call); toxicity, %; measured here: cell loss, nuclei count;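 cell loss after 18 h compound exposure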
NTR1 agonist cell count 20 µM: recorded beside NTR1 agonist, whose call it bears; cell count; measured here: cell count, cytotoxicity flag
Dengue-2 NS5 capping pilot replicate: second read-out of Dengue-2 NS5 capping, no call of its own (marks repeat the call); inhibition, %; measured here: pilot screen replicate inhibition
An asterisk follows results filed as active; i = inactive; . = not tested or not shown; + = active, no number; [ ] = remark or other dose. Rows are unselected. Share with any hit: about 2.6%.

SMILES | GPR35 antagonists | NTR1 agonist | NTR1 agonist cell count 20 µM | WT yeast gro inh | WT yeast gro inh mutant strain | UTI89 phage lysis | LYP inhibition | RSV antiviral HEp-2 | Autophagy mod | Autophagy mod cell loss 18 h | AID2073 | Dengue-2 NS5 capping | others
Cc1cc(C(=O)CSc2nnc(-c3ccc4c(c3)OCO4)o2)c(C)n1-c1ccc(F)cc1 | 8% | 1.2 | 39 | 41 | 5 | 2.3% | -4% | 3.1% | i | -15 | 10% | -4%
Cc1c(C)c2c(OCC(=O)N3CCC(C(=O)O)CC3)cc3c(c2oc1=O)CCC(C)(C)O3 | -4% | 3.6 | 104 | . | . | 1.3% | -24% | -0.1% | . | . | 41% | 0%
Cc1cc(=O)[nH]c(N/N=C/C2=C(N3CCOCC3)C(=C\c3ccc(Cl)cc3)/CC2)n1 | 2% | 8.9 | 46 | 7 | -3 | 1.5% | 7% | -0.7% | + | 3.8* | 32% | -3%
Cc1sc2ncn(CC(=O)NCCCC(=O)N3CCN(c4ccccc4)CC3)c(=O)c2c1C | 6% | -2.6 | 101 | -37 | 22 | 0.0% | -1% | -0.8% | i | 1 | 6% | -2%
Cc1coc2cc3oc(=O)c(CC(=O)N4C[C@H]5C[C@@H](C4)c4cccc(=O)n4C5)c(C)c3cc12 | 9% | 0.3 | 90 | . | . | -3.9% | -6% | -0.2% | . | . | 30% | -7%
COc1cccc(Nc2nc3ccccc3n3cnnc23)c1 | -13% | 5.1 | 87 | 2 | 17 | -0.1% | 2% | 8.8% | i | -47 | 12% | -1%
COc1ccc(S(=O)(=O)N2CCOCC2)cc1NC(=O)COc1ccccc1OC | -6% | 3.1 | 56 | . | . | 0.1% | -8% | 2.5% | . | . | -1% | 4%
CC(Sc1nc2ccccc2c(=O)n1C)C(=O)Nc1ccc2c(c1)OCCO2 (stereo not given) | . | 0.9 | 61 | . | . | 1.4%[50 µM] | . | -0.7% | . | . | . | 6%
N#Cc1nc(Cc2cccc3ccccc23)oc1N1CCCCC1 | 3% | -0.6 | 42 | 39 | -3 | 0.8% | 6% | 8.5% | i | -2 | 1% | -5%
O=C(NNc1ccnc2cc(Cl)ccc12)C1CCCCC1 | 5% | 0.0 | 66 | -9 | 2 | 1.2% | -4% | -2.1% | i | -2 | -4% | -10%
COc1ccc([N+](=O)[O-])cc1NC(=S)NC(NC(=O)Cc1ccc(OC)c(OC)c1)C(Cl)(Cl)Cl (stereo not given) | 3% | 5.0 | 74 | 7 | -6 | -0.5% | -4% | 0.7% | i | 11 | 7% | -6%
CO/N=C(\Cn1ncc(NC2CCCCC2)c(Br)c1=O)c1ccc(Cl)cc1 | -6% | 7.0 | 58 | 71* | 38* | 0.8% | 2% | 6.2% | i | -6 | 1% | -11%
CN(C)CCNC(=O)c1cc(Sc2ccc(F)cc2)nc2ccccc12 | 19% | 0.1 | 66 | 2 | 2 | . | -1% | -1.0% | i | -1 | 3% | .
C=C1c2cc3c(cc2NC(=S)N1Cc1ccccc1)OCO3 | -3% | 1.6 | 54 | . | . | . | -6% | 9.2% | . | . | -43% | .
O=c1c2cn[nH]c2nc(SCc2ccccc2F)n1-c1ccc(Br)cc1 | 3% | 28 | 70 | 79* | 17* | 0.0% | 7% | 19% | i | 13 | 0% | 10%
CCS(=O)(=O)N1Cc2ccccc2CC1C(=O)Nc1nnc(C2CC2)s1 (stereo not given) | -15% | 0.7 | 59 | 1 | -9 | 5.4% | -5% | 1.2% | i | 2 | 29% | -5%
Cc1ccc(NC(=O)c2cccc(N3C(=O)CCC3=O)c2)nc1 | -2% | -1.4 | 45 | -7 | -11 | 0.5% | -12% | 0.2% | i | -11 | -3% | -6%
CCCCN1CCNC[C@@H]1c1ccccc1 | . | -1.3 | 69 | . | . | 0.3% | . | 2.1% | . | . | . | -4%
C1=C(CCNc2nnnn2-c2ccccc2)CCCC1 | 11% | 0.2 | 86 | 31 | 11 | 0.1% | 0% | 5.2% | i | 20 | 12% | -6%
CC1CC(C)CN(C(=O)CN2CCN(Cc3ccc(Cl)cc3)C2=O)C1 (stereo not given) | -8% | -0.6 | 81 | 5 | -8 | 1.9% | -2% | 0.1% | i | -1 | 2% | -13%

The list goes on, starting with the last 2 of the part before.
SMILES | GPR35 antagonists | NTR1 agonist | NTR1 agonist cell count 20 µM | WT yeast gro inh | WT yeast gro inh mutant strain | UTI89 phage lysis | LYP inhibition | RSV antiviral HEp-2 | Autophagy mod | Autophagy mod cell loss 18 h | AID2073 | Dengue-2 NS5 capping | others
C1=C(CCNc2nnnn2-c2ccccc2)CCCC1 | 11% | 0.2 | 86 | 31 | 11 | 0.1% | 0% | 5.2% | i | 20 | 12% | -6%
CC1CC(C)CN(C(=O)CN2CCN(Cc3ccc(Cl)cc3)C2=O)C1 (stereo not given) | -8% | -0.6 | 81 | 5 | -8 | 1.9% | -2% | 0.1% | i | -1 | 2% | -13%
CCOC(=O)c1c(NC(=O)CN2C(=O)NC3(CCC(C)CC3)C2=O)sc(C)c1-c1ccc(C)cc1 (stereo not given) | -9% | 9.8 | 67 | -2 | 8 | 2.0%[50 µM] | -3% | 5.7% | i | -8 | -4% | -1%
COc1ccc(CCNC(=O)c2nn(C)c3c2CS(=O)(=O)c2ccccc2-3)c(OC)c1 | -8% | 2.9 | 78 | . | . | 0.5% | -8% | 17% | . | . | 13% | -4%
O=C(O)CCCn1ccc2cc(S(=O)(=O)N3CCCC3)ccc21 | -3% | -1.1 | 72 | . | . | 0.0% | -12% | 2.6% | . | . | 4% | -4%
CCOc1ccccc1N(C)S(=O)(=O)c1ccc2c(c1)N(C(C)=O)CCO2 | 17% | 0.2 | 51 | . | . | 0.2% | -10% | 1.1% | . | . | 11% | -5%
Cc1ccc(C(=O)C2OC(=O)C(C)(C)C(=O)C2(C)C)cc1 (stereo not given) | -4% | 4.7 | 50 | -11 | -11 | 0.3% | -2% | 0.9% | i | -4 | -3% | -10%
CN1CCN(Cc2c(O)c(Cl)cc3c(-c4ccccc4)cc(=O)oc23)CC1 | -3% | 3.1 | 59 | 13 | 12 | 2.9% | -7% | 1.8% | i | -9 | 45% | 2%
CCN(CC)S(=O)(=O)c1cc(C(=O)Nc2nncs2)c(Cl)cc1Cl | 39% | 13 | 58 | 9 | 8 | 1.3% | 3% | 1.1% | i | 28 | 31% | -5%
C/C(=N\N=c1/sc2ccccc2n1C)c1ccccn1 | -5% | 0.8 | 90 | 45 | 50 | 0.2% | 1% | 14% | i | -3 | 25% | -2%
CC1CCCC(NC(=O)CCNC(=O)c2ccc(Br)cc2)C1C (stereo not given) | . | -1.0 | 75 | . | . | 0.5%[50 µM] | . | -0.7% | . | . | . | -6%
CCC(C)Sc1nc2c(c(=O)[nH]c(=O)n2C)n1Cc1ccccc1Cl (stereo not given) | 4% | 5.5 | 61 | 11 | 6 | -0.9% | -2% | 3.4% | . | . | -12% | -1%
O=C(Cn1cc([N+](=O)[O-])cn1)NCc1ccccc1 | 2% | 0.8 | 49 | . | . | 2.8% | -7% | 0.9% | . | . | 4% | .
O=C(N/N=C/c1cccnc1)C(O)(c1ccccc1)c1ccccc1 | 12% | 2.5 | 46 | 1 | 11 | 0.7% | -7% | 0.5% | i | -22 | 3% | -2%
CC(Oc1ccc(Cl)cc1Cl)C(=O)NC1=NN(c2ccccc2)C(=O)C1 (stereo not given) | 9% | 1.0 | 73 | 49 | 19 | -0.1% | -6% | 8.4% | i | 16 | 11% | 14%
CCCCN(C(C)=O)C1CC(=O)N(c2ccc(OCCC)cc2)C1=O (stereo not given) | 4% | -1.0 | 59 | . | . | -0.5% | -10% | -2.2% | . | . | -2% | 1%
O=C(NNC(=O)c1cc(Br)ccc1Cl)c1csc(N2CCOCC2)n1 | 13% | -1.3 | 74 | . | . | 2.1%[50 µM] | -11% | 1.4% | . | . | 2% | -1%
COc1ccc(NC(=O)CSc2nnc(NC(=O)C3CCC3)s2)cc1 | -2% | -1.5 | 61 | . | . | 0.4% | 1% | 2.0% | . | . | -10% | -8%
CC1CC(Nc2ccccc2)c2ccccc2N1C(=O)c1ccco1 (stereo not given) | -1% | -1.2 | 52 | . | . | 1.0% | -2% | 5.4% | . | . | 0% | -2%
O=C(CSc1ncc(-c2ccccc2)n1-c1ccccc1)NCc1ccco1 | 6% | 1.2 | 51 | 3 | -8 | -0.6% | 0% | -0.8% | i | 0 | -12% | 1%
CCOC(=O)CN1C(=O)CSc2ccc(S(=O)(=O)N3CCCC3)cc21 | -7% | -0.3 | 61 | . | . | 0.8%[50 µM] | -4% | 1.6% | . | . | 7% | 1%
COC(=O)CNC(=O)CN1C(=O)NC2(CCCc3ccccc32)C1=O (stereo not given) | 7% | 0.6 | 86 | . | . | 0.0% | -8% | 0.7% | . | . | 10% | -2%
Cn1c(SCC(=O)O)nc2sc3c(c2c1=O)CCC3 | 15% | 0.2 | 86 | . | . | 0.0% | -1% | 1.8% | . | . | 2% | -2% | Dengue-2 NS5 capping pilot replicate=2.7
S=c1[nH]nc(-c2ccccn2)n1/N=C/c1ccc(Cl)cc1 | -4% | 1.1 | 54 | . | . | 1.7% | -4% | 1.0% | . | . | -53% | 2%
CCCOc1ccc(-c2c(=O)n(OCC(=O)OCC)c3ccccc3[n+]2[O-])cc1 | -8% | 1.4 | 68 | . | . | -0.1% | -6% | 1.6% | . | . | -6% | 4%

Ordered by SMILES length (rising): part of the list above
SMILES | GPR35 antagonists | NTR1 agonist | NTR1 agonist cell count 20 µM | WT yeast gro inh | WT yeast gro inh mutant strain | UTI89 phage lysis | LYP inhibition | RSV antiviral HEp-2 | Autophagy mod | Autophagy mod cell loss 18 h | AID2073 | Dengue-2 NS5 capping | others
COc1cccc(Nc2nc3ccccc3n3cnnc23)c1 | -13% | 5.1 | 87 | 2 | 17 | -0.1% | 2% | 8.8% | i | -47 | 12% | -1%
O=C(NNc1ccnc2cc(Cl)ccc12)C1CCCCC1 | 5% | 0.0 | 66 | -9 | 2 | 1.2% | -4% | -2.1% | i | -2 | -4% | -10%
Cc1ccc(NC(=O)c2cccc(N3C(=O)CCC3=O)c2)nc1 | -2% | -1.4 | 45 | -7 | -11 | 0.5% | -12% | 0.2% | i | -11 | -3% | -6%
O=C(CSc1ncc(-c2ccccc2)n1-c1ccccc1)NCc1ccco1 | 6% | 1.2 | 51 | 3 | -8 | -0.6% | 0% | -0.8% | i | 0 | -12% | 1%
O=c1c2cn[nH]c2nc(SCc2ccccc2F)n1-c1ccc(Br)cc1 | 3% | 28 | 70 | 79* | 17* | 0.0% | 7% | 19% | i | 13 | 0% | 10%
CO/N=C(\Cn1ncc(NC2CCCCC2)c(Br)c1=O)c1ccc(Cl)cc1 | -6% | 7.0 | 58 | 71* | 38* | 0.8% | 2% | 6.2% | i | -6 | 1% | -11%
Cc1c(C)c2c(OCC(=O)N3CCC(C(=O)O)CC3)cc3c(c2oc1=O)CCC(C)(C)O3 | -4% | 3.6 | 104 | . | . | 1.3% | -24% | -0.1% | . | . | 41% | 0%
Cc1coc2cc3oc(=O)c(CC(=O)N4C[C@H]5C[C@@H](C4)c4cccc(=O)n4C5)c(C)c3cc12 | 9% | 0.3 | 90 | . | . | -3.9% | -6% | -0.2% | . | . | 30% | -7%

Compound activity deposited in PubChem BioAssay by several laboratories.
